Screening data from PubChem BioAssay.
Yfh1-off respiration = enhancers of respiration in Yfh1-depleted yeast, dose response, Friedreich's ataxia, plus single-dose screen (AID 1465). fold induction at 50 µM, or EC50 in µM where a hit was titrated. hit rate 0.074% among 220,000. S. cerevisiae Yfh1-off respiration, WST-1 reduction, 72 h; higher fold induction means a stronger effect;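 active = fold induction of absorbance versus untreated yeast above a set limit, then at least 30% activation at any dose in follow-up; inconclusive = repeats straddling the limit, or above it without dose testing; inactive = fold induction below the set limit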;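 also: activators that raise dye reduction in frataxin-depleted yeast; strong numbers were not always called active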
Dynein transport = dynein cargo transport inhibition; z-score, hits read low; 3617.4 mouse cells, GR-EGFP nuclear translocation imaging; test concentration mostly 20 µM; stimulated with dexamethasone, 1 µM; active compounds read low; hit rate 0.47% among 220,000;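 active = plate z-score of nuclear minus cytoplasmic receptor signal below a set negative limit, without overly bright fluorescence or cell loss, cut at about -3.5 in these data, passing the limit was not always enough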;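 also: z-score of nuclear minus cytoplasmic ring GR-EGFP intensity difference per well; some compounds called inactive have numbers as strong as hits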
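medium = tetracycline-free induction medium containing charcoal-stripped FBS | probe or stimulus = dexamethasone, 1.0 µM final | timing = 48 h induction, then 1 h compound, then 30 min agonist, 37 °C | detection = automated 10x imaging of fixed Hoechst-stained cells | read-out basis = nuclear versus cytoplasmic GR-EGFP signal, averaged per well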
T cell HTS = T cell immune modulators affecting CD8 T cell-vesicle binding; 2C CD8+ T cell-vesicle binding, flow cytometry; active compounds read low; calls only at 7 µM; hit rate 0.068% among 330,000; AID 2052;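 active = response, share of CD8 T cells binding vesicles, and their 90th percentile fluorescence all below set limits, cut at about 80% in these data, passing the limit was not always enough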
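material = purified 2C TCR transgenic mouse naive CD8+ T cells | controls = Unloaded micro-vesicles (low), QL9 vesicles with 0.7% DMSO (high) | detection = cytometric PE anti-B7-1 and Alexa647 anti-CD8 signals after 1% paraformaldehyde fixation | incubation = binding step 1.5 h, 37 °C, antibody labelling 20 min, ice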
WT yeast gro inh = growth inhibition of WT yeast, mitochondrial fusion screen. mitochondrial fusion phenotypic screen, WT strain. inhibition, % at 10 µM. hit rate 2.1% among 190,000. AID 1362; in the data active = inhibition above about 58%; tested in S. cerevisiae
M17LAP inhibition = P. falciparum M17LAP inhibitors, primary screen, biochemical, fluorogenic H-Leu-NHMec substrate, 1536-well (AID 1619); recombinant M17LAP, H-Leu-NHMec fluorogenic kinetic assay; higher % means a stronger effect; inhibition, % at 30 µM; hits with a dose series show IC50 in µM; hit rate 0.38% among 220,000;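 active = compound inhibiting the enzyme by more than half at any dose during confirmatory dose-response retesting; inconclusive = strong single-dose inhibitors picked by rank but not retested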;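 also: plate controls were full reaction with DMSO carrier for no effect and no enzyme background for full effect; strong numbers were not always called active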
b-catenin transl = modulators of beta-catenin nuclear translocation. hit rate 0.3% among 190,000. nuclear translocation activity, % at 5 µM. AID 1665. HeLa beta-catenin nuclear translocation, immunofluorescence imaging;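 active = nuclear translocation activity above 50% at 5 µM, with a well cell count of 50 or more; inconclusive = wells under 50 cells across six images, flagged as toxic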;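 also: per-cell ratio of nuclear to cytoplasmic median beta-catenin stain intensity; plate controls were DMSO negative control for no effect and GSK-3 inhibitor IX positive control for full effect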
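Signal – beta-catenin immunofluorescence imaging with DAPI · Test system – human HeLa cell line · Dosing – 5 µM primary single dose, 0.1% DMSO, 0.02–20 µM confirmation series · Measure – % activation, nuclear-to-cytoplasmic median beta-catenin signal ratio per cell · Incubation – 24 h compound exposure at 37°C, 5% CO2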
Autophagy HCS = modulators of autophagy; hit rate 0.98% among 190,000; MEF GFP-LC3 puncta imaging; test concentration mostly 10 µM; calls only at 10 µM (by protocol);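 active = percentage of spot-positive cells more than 3 SD above its plate mean, without a fluorescence outlier flag or 80% toxicity; inconclusive = no clear call, values can overlap the other calls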;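 also: spot-positive cell cutoff set from DMSO-treated cells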
MT stabilizer = microtubule stabilization, imaging screen; HeLa tubulin immunostaining HCS, 24 h; share of cells brighter than vehicle mean+2SD; % tubulin-high responders, % at 10 µM; hit rate 0.83% among 200,000; AID 2205;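 active = plate Z-score above 3 for both tubulin-high and condensed-nucleus cell shares, with cell loss under 80%, at 10 µM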;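 also: anti alpha tubulin signal scored within the nucleus-defined area of each cell; some results filed as inactive read as strong as hits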
M1AAP inhibition = P. falciparum M1AAP inhibitors, biochemical, fluorogenic H-Leu-NHMec substrate, 1536-well (AID 1445) | recombinant M1AAP, H-Leu-NHMec fluorogenic kinetic assay; higher % means a stronger effect | inhibition, % at 30 µM; hits with a dose series show IC50 in µM | hit rate 0.42% among 220,000;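 active = primary inhibition above the hit cutoff, then over 50% inhibition at one or more dose response concentrations, cut at about 23% in these data, passing the limit was not always enough; inconclusive = conflicting primary data, or primary hits not chosen for dose response; inactive = low primary inhibition, or under 50% at every dose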;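 also: plate controls were DMSO full reaction for no effect and no enzyme background for full effect; strong numbers were not always called active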
WT yeast gro inh mutant strain = further read-out of WT yeast gro inh, marked with its call; inhibition, %; mitochondrial fusion phenotypic screen, mutant strain inhibition
Dynein transport cytoplasmic EGFP = recorded beside Dynein transport, whose call it bears; z-score; measured here: cytoplasmic GR-EGFP intensity; active compounds read high
Dynein transport nuclear GR-EGFP = second read-out of Dynein transport, no call of its own (marks repeat the call); z-score; measured here: nuclear GR-EGFP intensity;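 lower value marks the stronger effect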
Dynein transport cell count = also measured in Dynein transport; calls as there; z-score; measured here: cell count per field
b-catenin transl cell count 5 µM = recorded beside b-catenin transl, whose call it bears; cell count; measured here: cell count, cytotoxicity flag
T cell HTS vesicle-bound % = also measured in T cell HTS; calls as there; double positive events, %; measured here: CD8+ vesicle-bound cell fraction;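 binding gate set so that unloaded-vesicle control wells show 10% double positive cells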
MT stabilizer Hoechst-high % = further read-out of MT stabilizer, marked with its call; % Hoechst-high responders; measured here: nuclear condensation Hoechst responders;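 share of cells brighter than vehicle mean plus two SD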
MT stabilizer cytotoxicity % = second read-out of MT stabilizer, no call of its own (marks repeat the call); toxicity, %; measured here: cytotoxicity by cell density;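 0% = mean cell density of plate MIN control wells and 100% = no cells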
Autophagy HCS cell loss 18 h = recorded beside Autophagy HCS, whose call it bears; toxicity, %; measured here: cell loss, nuclei count;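 cell loss after 18 h compound exposure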
Numbers without * were called inactive; i = inactive; u = inconclusive; x = no result given.

smiles,Yfh1-off respiration,Dynein transport,Dynein transport cytoplasmic EGFP,Dynein transport nuclear GR-EGFP,Dynein transport cell count,T cell HTS,T cell HTS vesicle-bound %,WT yeast gro inh,WT yeast gro inh mutant strain,M17LAP inhibition,b-catenin transl,b-catenin transl cell count 5 µM,Autophagy HCS,Autophagy HCS cell loss 18 h,MT stabilizer,MT stabilizer Hoechst-high %,MT stabilizer cytotoxicity %,M1AAP inhibition
O=C(O)C1CCN(Cc2ccccn2)CC1,i,-2.2,-0.22,-1.5,1.1,i,70,-15,-14,-1%,-2.6,1134,i,-1,3.5,1.7,7.8,8%
CC(c1ccccc1)N1C(=O)c2ccc(C(=O)NCc3ccco3)cc2C1=O (stereo unspecified),i,-0.19,-0.23,-0.23,-0.29,x,x,16,-4,-3%,-9.6,1144,i,1,5.5,3.7,3.3,11%
COc1ccc(C)cc1NC(=O)C(=O)NCc1ccncc1,i,0.025,-0.17,-0.037,-0.59,i,24,18,17,10%,-1.1,1431,i,0,1.7,2.8,11,2%
CC(C)CCSc1nc2[nH]ncc2c(=O)[nH]1,i,0.85,-0.21,0.56,-0.024,i,60,3,-23,21%,-1.1,1027,i,0,2.2,1.5,4.5,u
CC(C)COc1ccc(C(=O)Nc2ccccc2[N+](=O)[O-])cc1,i,0.31,-0.23,0.16,-0.1,i,9,1,5,9%,-0.1,1056,i,6,1.4,2.2,4.1,-2%
Nc1nc(-c2ccc(Cl)cc2)c(S(=O)(=O)c2ccccc2)s1,i,1.7,-0.27,0.6,-1.5,i,60,-24,9,8%,1.6,1095,i,7,2.4,2.5,5.4,3%
CC(C)(C)c1ccc(C2C(C#N)=C(N)Oc3n[nH]c(-c4cccnc4)c32)cc1 (stereo unspecified),i,0.6,-0.7,0.25,-0.93,i,24,x,x,3%,0.6,1290,x,x,x,x,x,2%
CC(=O)NC1=NN(C(C)=O)C(C)(CC(=O)OC(C)(C)C)S1 (stereo unspecified),i,-0.69,-0.32,-0.22,0.73,i,13,-7,-12,-6%,-2.6,1119,i,-6,1.6,1.1,7.6,4%
COc1ccc(S(=O)(=O)N2CCN(C(=O)NC3CCCCC3)CC2)cc1OC,i,-0.18,-0.24,-0.22,0.98,x,x,-7,-1,-6%,-1.7,1214,i,4,3.3,2.8,2.4,4%
CC(=O)Nc1ccc(/C=N/NC(=O)CNS(=O)(=O)c2ccccc2)cc1,i,-0.4,-0.2,-0.15,0.26,i,38,-1,-7,6%,-2.7,1098,i,12,2.5,2.0,9.2,6%

(listing goes on)
smiles,Yfh1-off respiration,Dynein transport,Dynein transport cytoplasmic EGFP,Dynein transport nuclear GR-EGFP,Dynein transport cell count,T cell HTS,T cell HTS vesicle-bound %,WT yeast gro inh,WT yeast gro inh mutant strain,M17LAP inhibition,b-catenin transl,b-catenin transl cell count 5 µM,Autophagy HCS,Autophagy HCS cell loss 18 h,MT stabilizer,MT stabilizer Hoechst-high %,MT stabilizer cytotoxicity %,M1AAP inhibition
O=C(/C=C/c1ccccc1)N/C(=C/c1ccccc1)C(=O)Nc1ccccc1O,i,0.13,0.75,0.76,0.46,i,11,-8,0,4%,-0.3,1385,i,12,2.9,1.5,8.0,8%
CN=c1scc(C)n1/N=C/c1ccc(O)cc1,i,-0.26,-0.14,-0.27,0.24,i,29,-3,0,26%,-6.5,1221,i,14,1.6,1.5,2.8,5%
CCc1ccc(-c2cc(C(=O)NCc3ccco3)c3ccccc3n2)s1,x,-2.3,0.2,-1.3,0.52,i,40,6,2,-16%,-0.3,1463,i,3,1.8,0.9,2.0,4%
CCOc1ccc(CN(C)C(=O)c2cccnc2SC)cc1OC,i,-0.62,-0.16,-0.58,-0.18,i,33,4,-2,-1%,-1.4,1064,i,3,3.3,2.2,0.9,3%
CCN(CC(=O)Nc1ccc(C)c(F)c1)CC(=O)NC(C)C,i,-0.52,-0.3,-0.32,1.7,i,23,-20,-6,4%,1.9,1185,i,-1,4.0,2.5,5.6,-2%
COc1ccc(C(C#N)N2N=C(c3ccccc3)CC2c2ccccc2)cc1OC (stereo unspecified),i,-0.64,0.014,-0.083,-1,i,26,8,-6,-6%,-0.4,993,i,0,1.4,3.2,2.1,0%
CC(=O)Nc1cccc(NC(=O)CCCC(=O)O)c1,i,0.2,-0.24,0.26,0.23,i,40,-15,-13,13%,-0.1,1000,i,-3,2.7,2.7,6.6,0%
CCc1ccccc1NC(=O)CSc1ncn[nH]1,i,-0.48,-0.25,0.22,-0.2,i,38,-2,-16,34µM*,-0.8,1020,i,5,0.9,0.1,21,3%
CCOC(=O)/C(C#N)=C/Nc1ccsc1C(C)=O,i,-0.65,-0.24,-0.68,1.1,i,35,x,x,0%,-1.7,1382,x,x,x,x,x,5%
CC1(C)C2CCC1(C)C(NC1=NCCC1)C2 (stereo unspecified),i,-0.21,-0.3,-0.73,-0.44,i,30,9,12,0%,-4.7,1253,i,-3,3.2,1.6,6.1,-4%

Next part:
smiles,Yfh1-off respiration,Dynein transport,Dynein transport cytoplasmic EGFP,Dynein transport nuclear GR-EGFP,Dynein transport cell count,T cell HTS,T cell HTS vesicle-bound %,WT yeast gro inh,WT yeast gro inh mutant strain,M17LAP inhibition,b-catenin transl,b-catenin transl cell count 5 µM,Autophagy HCS,Autophagy HCS cell loss 18 h,MT stabilizer,MT stabilizer Hoechst-high %,MT stabilizer cytotoxicity %,M1AAP inhibition
CC(=O)n1cc([C@H]2C=C(C(=O)N3CCN(Cc4ccc5c(c4)OCO5)CC3)O[C@@H](OCc3ccc(CO)cc3)C2)c2ccccc21,i,-0.46,-0.3,0.082,0.26,i,18,4,-4,0%,-1.3,1195,i,0,3.5,1.2,5.3,3%
Fc1cccc(Cc2noc(CN3CCOCC3)n2)c1,i,-0.45,0.052,-0.088,0.86,i,24,4,16,-8%,-1.9,1093,i,-46,3.7,2.2,3.2,2%
CN(C)C(CNC(=S)Nc1cccc(Cl)c1)c1cccnc1 (stereo unspecified),i,-0.61,-0.3,-0.2,0.59,i,61,-9,16,-10%,-1.3,1081,i,-1,1.9,2.3,0.7,4%
CC(C)C(C(=O)NCC1CCCO1)N(Cc1ccco1)C(=O)CNS(=O)(=O)c1ccc(F)cc1 (stereo unspecified),i,-1.2,-0.34,-0.53,0.55,i,11,2,2,-5%,1.0,1378,i,15,6.7,3.8,0.6,-1%
O=C(Cc1ccccc1)Nc1cccc(-c2nnc(-c3ccco3)o2)c1,i,-1.1,-0.29,-0.32,0.27,i,46,9,9,-2%,x,x,i,10,5.2,4.0,5.7,14%
Cc1cccc2cc(C#N)c(NCCCNS(=O)(=O)c3ccc(Cl)cc3)nc12,i,-0.48,-0.73,-0.44,-0.024,i,42,x,x,6%,1.4,1324,x,x,x,x,x,3%
O=C(c1ccc2c(c1)OCO2)N1CCN=C1SCc1cccnc1,i,0.91,-0.18,0.75,-0.15,i,41,-17,-4,5%,x,x,i,3,1.8,3.3,5.2,0%
COc1ccc(C(=O)N/N=C/c2sc3ccccc3c2O)cc1,i,-0.88,-0.25,-0.8,0.95,i,58,-8,-8,21%,-0.9,541,i,13,3.7,1.8,11,-17%
CC(=O)NCC(=O)N(C)C(C(=O)Nc1ccc(C(C)C)cc1)c1ccccc1 (stereo unspecified),i,-0.7,-0.21,-0.23,1.3,i,11,6,5,5%,2.8,1142,i,1,1.3,1.6,4.2,9%
CCc1cccc2c(C(=O)CCl)c[nH]c12,i,-0.65,-0.097,-0.33,0.69,i,61,-18,-19,13%,-0.3,1141,i,5,3.4,1.4,7.2,10%

(more compounds)
smiles,Yfh1-off respiration,Dynein transport,Dynein transport cytoplasmic EGFP,Dynein transport nuclear GR-EGFP,Dynein transport cell count,T cell HTS,T cell HTS vesicle-bound %,WT yeast gro inh,WT yeast gro inh mutant strain,M17LAP inhibition,b-catenin transl,b-catenin transl cell count 5 µM,Autophagy HCS,Autophagy HCS cell loss 18 h,MT stabilizer,MT stabilizer Hoechst-high %,MT stabilizer cytotoxicity %,M1AAP inhibition
COc1ccc(CCNC(=O)CCc2nc3ccccc3[nH]2)cc1OC,i,-1,1.2,-0.39,-1.2,i,51,8,-6,8%,0.0,1145,i,1,1.6,1.5,5.2,0%
O=C(COC(=O)c1ccccn1)NCCCc1ccccc1,i,2.3,-0.43,1.3,-0.88,i,2,-16,-9,8%,0.6,810,i,51,4.7,2.2,12,4%
CCSc1nnc(NC(=O)c2csc3c2CCC(C)C3)s1 (stereo unspecified),i,-0.82,-0.29,-0.38,0.89,i,49,12,19,0%,-0.8,1179,i,-6,3.4,1.3,2.3,2%
Cc1cc(C)n(C(=O)COc2ccc([N+](=O)[O-])cc2)n1,i,0.24,-0.26,-0.14,0.079,i,33,-4,-17,15%,-1.2,635,i,-4,4.6,1.5,5.2,5%
